TrxR1 substrate = substrates of rat thioredoxin reductase 1; hit rate 0.01% among 390,000; Potency, µM (top dose mostly 114 µM), without a hit: at the highest dose activity change, negative = substrate turnover; purified TrxR1 substrate turnover, NADPH consumption readout; AID 588456; O89049; note: potency is the fitted concentration of half-maximal effect; % is set by controls: 0 for no effect and ±100 for the full control effect; nearly all actives have a fitted effect of over 50% in size
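Rat TrxR1, dispensed at 90 nM, was prereduced with 400 uM NADPH (final) for 5 min at ~22 deg C, then incubated with compound 15 min before 400 uM selenite. A first-read NADPH fluorescence drop versus no-compound background flagged substrates.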
PGK inhibitor = T. brucei PGK inhibition; P07378; PGK/GAPDH coupled, Kinase-Glo luminescence, 60 min; Potency, µM (titrated, usually from 57.5 µM), without a hit: at the highest dose activity change, negative = inhibition, hits mostly inhibitors; hit rate 0.043% among 380,000; AID 602233; note: potency is the fitted concentration of half-maximal effect; % is set by controls: 0 for no effect and ±100 for the full control effect; nearly all actives have a fitted effect of over 60% in size
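Recombinant glycosomal PGK reaction used 1,3-bisphosphoglycerate generated in-well by GAPDH (100nM final) in 100mM TEA pH 7.6, 5mM MgCl2, 0.01% Tween-20. After 60 minutes at room temperature, ATP was read by Kinase-Glo Plus luminescence end-point.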
PI4K2A block = inhibitors of human PI4K2A; purified PI4K2A, ADP-Glo luminescence, 1 h; active compounds read low; activity change, negative = inhibition, % at 76.9 µM; hit rate 0.13% among 420,000; AID 1346378; Q9BTU6; in the data active = activity change below about -50%; inconclusive = mostly about -30% to -49%;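 note: -100% = wells without enzyme as full effect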
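ADP-Glo luminescence measured ADP generated by PI4K2A enzyme (4 ug/mL before mixing) with 1.2 mM PI substrate (pre-mix) and 300 microM ATP (pre-mix). Tris pH7.5 buffer with MgCl2, Triton X-100; 1 h reaction at ambient temperature.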
HP1b chromo inh = blocks HP1-beta chromodomain binding to methylated histone tails | P83916 | AlphaScreen HP1-beta / biotin-H3K9me3 peptide binding | Potency, µM (highest dose often 114 µM), inactives show at the top dose activity change, negative = inhibition, actives largely listed as inhibitors | hit rate 0.56% among 390,000 | AID 540317; note: potency is the fitted concentration of half-maximal effect; nearly all actives have a fitted effect of over 70% in size; inactives centre near 23
Target sequence (P83916 whole entry, looked up): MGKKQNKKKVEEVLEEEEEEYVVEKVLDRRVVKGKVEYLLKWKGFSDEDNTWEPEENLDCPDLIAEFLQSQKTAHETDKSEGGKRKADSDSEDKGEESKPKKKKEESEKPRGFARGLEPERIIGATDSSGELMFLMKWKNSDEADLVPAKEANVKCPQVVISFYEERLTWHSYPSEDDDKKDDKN
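AlphaScreen: HP1-beta (50 nM) preformed 30 min with biotin-H3(1-18)K9me3 peptide (50 nM) in PBS pH 7.4, 0.01% Tween-20. Compound added for 30 min at RT, then streptavidin donor/nickel chelate acceptor beads (10 ug/mL) for 30 min.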
Pin1 inh = inhibitors of human Pin1; Pin1 FP peptide displacement, HiFluor488, 10 min; Q13526; AID 504891; hit rate 0.009% among 390,000; Potency, µM (highest dose often 115 µM), inactives show at the top dose activity, negative = inhibition, actives largely listed as inhibitors; active = well fitted inhibition curve with a large enough effect in the polarisation, with a control signal flat, not every such curve was filed as active; inconclusive = small, poorly fitted or top-dose-only effect, or effect the other way, or a change in a side signal; inactive = no such curve, though single readings can be large or run the other way; the % refers to the polarisation; note: potency is the fitted concentration of half-maximal effect; % is set by controls: 0 for no effect and ±100 for the full control effect
Target sequence (Q13526 whole entry, looked up): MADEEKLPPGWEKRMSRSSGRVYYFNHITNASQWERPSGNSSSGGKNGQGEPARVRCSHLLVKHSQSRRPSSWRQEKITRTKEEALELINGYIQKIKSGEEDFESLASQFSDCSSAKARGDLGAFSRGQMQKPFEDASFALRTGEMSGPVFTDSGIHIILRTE
rTrxR1 inhibitor = inhibitors of rat thioredoxin reductase 1. recombinant rTrxR1, NADPH fluorescence consumption, selenite substrate. O89049. hit rate 1% among 390,000. Potency, µM (series often up to 114 µM), for the others: at the top dose activity change, negative = inhibition, actives largely listed as inhibitors; note: potency is the fitted concentration of half-maximal effect; % is set by controls: 0 for no effect and ±100 for the full control effect; nearly all actives have a fitted effect of over 65% in size
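Rat TrxR1 (90 nM in the dispensed reagent) was pre-reduced with 400 uM NADPH for 5 min at room temperature, then incubated with compound for 15 min. After 400 uM selenite was added, NADPH fluorescence (Ex 340/Em 450 nm) was followed for 8 min.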
IDH1 R132H inh = blocks human mutant IDH1 R132H enzyme; IDH1-R132H enzyme, NADPH consumption, diaphorase/resazurin fluorescence; Potency, µM (titrated, usually from 76.6 µM), for the others: top-dose activity change, negative = inhibition, hits mostly inhibitors; hit rate 0.093% among 390,000; AID 602179; note: potency is the fitted concentration of half-maximal effect; % is set by controls: 0 for no effect and ±100 for the full control effect; nearly all actives have a fitted effect of over 65% in size
Target sequence (O75874 whole entry R132H, stated change not applied): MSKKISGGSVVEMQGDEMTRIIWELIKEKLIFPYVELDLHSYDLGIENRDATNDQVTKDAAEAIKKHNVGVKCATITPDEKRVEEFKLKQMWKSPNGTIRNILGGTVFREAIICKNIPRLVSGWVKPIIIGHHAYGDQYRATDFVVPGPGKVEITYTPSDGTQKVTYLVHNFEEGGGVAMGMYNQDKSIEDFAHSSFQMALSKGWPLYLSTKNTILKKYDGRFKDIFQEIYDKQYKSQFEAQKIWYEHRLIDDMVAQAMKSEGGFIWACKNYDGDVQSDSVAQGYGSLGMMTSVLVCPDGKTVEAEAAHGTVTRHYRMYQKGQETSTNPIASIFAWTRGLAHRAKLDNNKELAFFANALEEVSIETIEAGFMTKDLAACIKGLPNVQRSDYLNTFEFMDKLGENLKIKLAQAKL
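IDH1-R132H (0.5 ug/mL) preincubated 30 min with compound, then NADPH (0.016 mM) and alpha-KG (2 mM) added; 80 min at RT, pH 7.5. Remaining NADPH coupled via diaphorase/resazurin to fluorescence (540/590 nm); concentration-response curves normalized to no-enzyme control.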
USP1-UAF1 inh = blocks the human USP1/UAF1 deubiquitinase complex | O94782 | hit rate 0.23% among 390,000 | AID 743255 | recombinant USP1/UAF1, Ub-Rhodamine cleavage fluorescence | Potency, µM (doses to about 57.1 µM), for inactives: at the highest dose activity change, negative = inhibition, hits mostly inhibitors; note: potency is the fitted concentration of half-maximal effect; % is set by controls: 0 for no effect and ±100 for the full control effect; nearly all actives have a fitted effect of over 60% in size; inactives centre near -12
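High-throughput fluorogenic screen: 1nM USP1/UAF1 complex, Ub-Rho substrate 150nM final, 50mM HEPES pH 7.8 with 0.5mM EDTA, 0.1 mg/ml BSA, 1mM TCEP and 0.01% Tween-20.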
GLS inhibitor = glutaminase GLS (human) inhibition; O94925; hit rate 0.21% among 410,000; GLS enzymatic activity, qHTS titration; Potency, µM (top dose mostly 45.5 µM), inactives show top-dose activity change, negative = inhibition, usual class: inhibitors; note: potency is the fitted concentration of half-maximal effect; % is set by controls: 0 for no effect and ±100 for the full control effect
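hKGA in 45 mM KH2PO4 pH 8.2, 0.02% Tween-20 with pin-transferred compounds; 1 mM L-glutamine (stock) plus glutamate oxidase/HRP/Amplex Red coupling added. Fluorescence read initially and after 30 min at RT.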
* hit, by the source's call; i = inactive; ? = inconclusive; . = no result given; [ ] = dose if it differs, or a comment. Unless noted, calls come from the whole dose curve; as a rule, active = well fitted curve in the direction sought with a large enough effect; inconclusive = small, poorly fitted or top-dose-only effect, or another doubt; inactive = no such curve, though single readings can be large; an effect the other way counts as inactive or inconclusive. Some of the compounds tested; rates above refer to the full screens.

A first look:
SMILES	TrxR1 substrate	PGK inhibitor	PI4K2A block	HP1b chromo inh	Pin1 inh	rTrxR1 inhibitor	IDH1 R132H inh	USP1-UAF1 inh	GLS inhibitor
Cn1cc(C(=O)c2ccc(F)cc2)cc1-c1nc2ccccc2n1C	2%	-10%	0	-14%	-2%	13%	5%	-9%	0%
COc1ccc(N2CCN(C(=O)c3ccc(N4CCCCS4(=O)=O)cc3)CC2)cc1	-1%	-3%	1	5%	-8%	-1%	-26%	-23%	25%
Cc1csc(NC(=O)CSc2ncc(-c3ccccc3)[nH]2)n1	-30%[57.1 µM]	i	2	3%	1%	-19%[57.1 µM]	2%	-21%	-19%

Main list, from the start:
SMILES	TrxR1 substrate	PGK inhibitor	PI4K2A block	HP1b chromo inh	Pin1 inh	rTrxR1 inhibitor	IDH1 R132H inh	USP1-UAF1 inh	GLS inhibitor
Cn1cc(C(=O)c2ccc(F)cc2)cc1-c1nc2ccccc2n1C	2%	-10%	0	-14%	-2%	13%	5%	-9%	0%
COc1ccc(N2CCN(C(=O)c3ccc(N4CCCCS4(=O)=O)cc3)CC2)cc1	-1%	-3%	1	5%	-8%	-1%	-26%	-23%	25%
Cc1csc(NC(=O)CSc2ncc(-c3ccccc3)[nH]2)n1	-30%[57.1 µM]	i	2	3%	1%	-19%[57.1 µM]	2%	-21%	-19%
COC(=O)c1c(NC(=O)COC(=O)CCS(=O)(=O)c2ccc(C)cc2)sc(C)c1C	2%	0%	7	10%	8%	11%	6%	-13%	10%
C=CCn1c(Cc2ccccc2)nc2c(cnn2-c2ccccc2)c1=O	-22%[57.1 µM]	i	-1	62%[activator]	17%	10%[57.1 µM]	0%	-23%	-7%
CCC(C)NS(=O)(=O)c1ccc(S(=O)(=O)N(CC(=O)Nc2ccccc2)CC2CCCO2)cc1 (centres undefined)	3%	-4%	-5	1%	-2%	23%	4%	3%	-4%
CCC(=O)c1ccc(OCC(=O)OC(C)C(=O)Nc2c(C)n(C)n(-c3ccccc3)c2=O)cc1 (centres undefined)	6%[57.1 µM]	-5%	-5	6%	3%	10%[57.1 µM]	1%	5%	-6%
O=C(O)/C(=C\c1cn(-c2ccccc2)nc1-c1ccc(Cl)cc1)NC(=O)c1ccccc1	3%	-8%	-4	10%	9%	0%	0%	-13%	10%
Cc1ccc(C(=O)NNC(=O)CCn2nnc3ccccc32)cc1	9%	-8%	0	58%[activator]	-5%	7%	0%	-11%	2%
COc1ccc2c(c1)Cc1cc(NC(=O)c3ccccc3-c3ccccc3C(=O)O)ccc1-2	.	-9%	0	.	.	.	-14%	-12%	6%
COc1ccc(N2CC(C(=O)Nc3ccc(S(=O)(=O)N4CCCCC4)cc3)CC2=O)cc1 (centres undefined)	-10%	6%	2	15%	2%	-5%	-5%	1%	10%
COC(=O)c1ccc(NS(=O)(=O)c2cc(-c3cc(C)no3)ccc2OC)cc1	1%	i	1	54%[activator]	-1%	23%	-5%	-18%	3%
O=C(CSc1oc(-c2ccco2)nc1S(=O)(=O)c1ccc(Cl)cc1)c1ccccc1	9%	-3%	-4	62%[activator]	?	?	0%	?	2%
Cc1cc2oc(=O)sc2cc1NS(=O)(=O)c1cccc2cccnc12	10%	-1%	-5	20%	-1%	49%[activator]	0%	-19%	-13%
Cc1ccc2c(c1)N(CC(=O)N1CCCC1)C(=O)CO2	3%	1%	2	34%	-3%	15%	-12%	-11%	-4%
C/C(=N/Nc1ccc(Cl)cc1)c1cnnc(-c2ccccc2)n1	-4%	8%	2	33%	-2%	5%	-5%	-2%	-3%
CC(=O)Nc1ccc(C(=O)OCC(=O)NCc2ccccc2)cc1	6%[57.1 µM]	-4%	-1	-3%	8%	-8%[11.4 µM]	-4%	7%	7%
CN(CC(O)COc1ccc(S(=O)(=O)N2CCOCC2)cc1Cl)C1CCCCC1 (centres undefined)	3%	i	-4	1%	-9%	14%	16%	-14%	2%
Cc1noc(Cn2c(=O)c3cc4c(cc3n(CC(=O)Nc3ccc(C(C)C)cc3)c2=O)OCO4)n1	10%	i	1	5%	17%	31%	-10%	-4%	-1%
CCOC(=O)CNC(=O)c1c(C)nn(C)c1Cl	-2%	i	-6	43%[activator]	-2%	11%	7%	-25%	-14%
CC(C)c1ccc(Cc2nnc(NCCCO)[nH]c2=O)cc1	-2%	-10%	5	18%[57 µM]	0%	16%	-5%	-5%	2%
COc1ccc2nc(NC(=O)[C@@H]3CCCN3C(=O)c3cccs3)sc2c1	-4%[57.1 µM]	i	-3	-7%	5%	12%[57.1 µM]	-4%	-2%	-1%
CCn1ccnc1CN(C)C(=O)c1cc(COc2ccccc2SC)on1	-2%	-1%	1	-4%	0%	3%	1%	-17%	-4%
COc1ccc(CNC(=O)CC23CC4CC(CC(C4)C2)C3)cc1	-6%	7%	0	35%	-2%	-10%	-8%	-24%	-12%
CCCNC(=O)C1=CC(c2ccc3c(c2)OCO3)=NS(=O)(=O)N1C	-6%	i	-1	23%	-1%	5%	-22%	-23%	2%

Reprinted from the part before: 2 entries, then new ones.
SMILES	TrxR1 substrate	PGK inhibitor	PI4K2A block	HP1b chromo inh	Pin1 inh	rTrxR1 inhibitor	IDH1 R132H inh	USP1-UAF1 inh	GLS inhibitor
COc1ccc(CNC(=O)CC23CC4CC(CC(C4)C2)C3)cc1	-6%	7%	0	35%	-2%	-10%	-8%	-24%	-12%
CCCNC(=O)C1=CC(c2ccc3c(c2)OCO3)=NS(=O)(=O)N1C	-6%	i	-1	23%	-1%	5%	-22%	-23%	2%
Cc1cccc(C)c1NC(=O)c1ccc(CN2CCc3ccccc3C2)cc1	-9%	-9%	4	13%	-1%	-4%	4%	-5%	14%
CSc1ncccc1C(=O)OCC(=O)c1ccc[nH]1	-4%	0%	-6	31%	0%	4%	15%	-18%	-2%
CCOC(=O)N1CCN(C(=O)c2cc(OC)c(OC)c(OC)c2)CC1	2%	6%	-1	37%	0%	9%	4%	-18%	-6%
CNC(=O)COc1coc(CN2CCN(c3ccc(F)cc3)CC2)cc1=O	6%	-8%	3	58%[activator]	-2%	24%	16%	-22%	3%
COc1ccc(OC)c(-c2csc(NC(=O)Cc3ccccc3F)n2)c1	-7%	-1%	0	-19%	-3%	3%	-8%	-19%	-5%
CNCCCOc1cccc(OC(C)C)c1	8%	-13%	-2	?	-4%	1%	-1%	-21%	-7%
COC(=O)c1ccsc1NC(=O)CS(=O)(=O)c1ccccc1	-6%	-6%	0	9%	-2%	1%	7%	-4%	-5%
CCOC(=O)c1ccccc1NC1c2ccccc2C(=O)N1c1cc(C)ccn1 (centres undefined)	36%	-2%	6	56%[activator]	2%	101%	8%	-18%	-14%
CN(CC(=O)NCc1ccco1)S(=O)(=O)c1ccc(F)cc1	0%	i	1	25%	-8%	1%	-3%	-18%	-12%
NC(=O)CC(NC(=O)Cc1cccc2ccccc12)c1ccc(NCc2ccccn2)c([N+](=O)[O-])c1 (centres undefined)	6%	-6%	-2	26%	23%	0%	0%	-20%	-2%
CCN(CC)C(=O)Cn1nnc(-c2ccc(C)o2)n1	-4%	i	1	40%[activator]	18%	?	-1%	-9%	-6%
O=C(C1CCCN1S(=O)(=O)c1cccc2nsnc12)N1CCN(c2ccccc2)CC1 (centres undefined)	6%	-2%	0	24%	-5%	16%	-8%	-25%	-1%
Cc1ccc(NC(=O)C2CCCN2S(=O)(=O)c2ccc3c(c2)CCCC(=O)N3)cc1C (centres undefined)	-1%[57.1 µM]	0%	-1	22%	2%	1%[57.1 µM]	-8%	-6%	3%
Cc1ccc(S(=O)(=O)N(C)CC(=O)NCCCn2ccnc2)cc1	-3%	-2%	1	25%	3%	8%	11%	-12%	-6%
Cc1ccc(C2=Nc3ccccc3N(CC(=O)NCc3ccccc3Cl)C(=O)C2)cc1C	5%[57.1 µM]	i	-1	26%	31%[activator]	24%[57.1 µM]	-13%	-9%	1%
COc1ccc(NC(=O)CC2CCCCC2)cc1OC	-2%[57.1 µM]	.	4	21%	-1%	16%	4%	2%	-3%
N#CCN(C(=O)CSc1nnc(C2CC2)n1C1CC1)c1ccccc1	.	-1%	-1	.	.	.	2%	3%	1%
Cc1ccc(C)c(C(=O)OCC(=O)Nc2cccc(S(=O)(=O)N3CCCCC3)c2)c1	-4%	-1%	-3	29%	31%[activator]	11%	8%	-25%	2%
CCN1CC=C2C(C#N)=C(N)C(C#N)(C#N)[C@H](c3ccoc3)[C@H]2C1	133%[activator]	-4%	-2	1%	?	-2%	-6%	?	-15%
